TbPYK inhibitor: T. brucei pyruvate kinase inhibition | Q57TT1 | TbPYK enzyme, Kinase-Glo Plus ATP luminescence, 45 min | Potency, µM (series often up to 76.8 µM), for the others: at the top dose activity, negative = inhibition, actives largely listed as inhibitors | 410,000 compounds, 0.12% hits | AID 624173; also: potency is read from the fitted curve at half-maximal effect; % is scaled to controls: 0 for no effect and ±100 for the full control effect; nearly all actives have a fitted effect of over 50% in size
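Luminescent Kinase-Glo Plus end-point after 45 min room-temperature reaction of T. brucei pyruvate kinase started with 130 uM ADP (final). Buffer TEA 50 mM pH 7.2 with KCl, MgCl2, BSA, Tween-20; titration-based qHTS with fitted concentration-effect curves.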
LmPK inh: blocks Leishmania mexicana pyruvate kinase activity. Potency, µM (top dose mostly 57.5 µM), for inactives: top-dose activity change, negative = inhibition, hits mostly inhibitors. purified LmPK, Kinase-Glo ATP luminescence, 1 h. 290,000 compounds, 0.37% hits. Q27686; also: potency is read from the fitted curve at half-maximal effect; % is scaled to controls: 0 for no effect and ±100 for the full control effect
Target sequence (Q27686 whole entry, looked up): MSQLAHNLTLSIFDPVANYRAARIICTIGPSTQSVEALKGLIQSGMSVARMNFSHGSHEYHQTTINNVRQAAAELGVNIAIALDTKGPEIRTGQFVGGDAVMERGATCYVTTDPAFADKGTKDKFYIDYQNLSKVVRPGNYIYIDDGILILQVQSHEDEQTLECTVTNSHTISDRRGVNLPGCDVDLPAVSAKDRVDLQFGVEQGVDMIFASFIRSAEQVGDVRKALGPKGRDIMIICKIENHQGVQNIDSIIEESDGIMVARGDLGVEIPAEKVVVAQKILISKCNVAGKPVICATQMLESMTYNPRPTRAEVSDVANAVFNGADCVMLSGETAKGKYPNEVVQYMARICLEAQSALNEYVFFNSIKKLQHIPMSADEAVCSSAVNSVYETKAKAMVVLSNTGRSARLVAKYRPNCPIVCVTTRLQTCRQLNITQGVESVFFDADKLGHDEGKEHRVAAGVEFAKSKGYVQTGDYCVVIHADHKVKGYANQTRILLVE
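Purified LmPK (0.1 nM) converted ADP (0.1 mM) to ATP with PEP (0.5 mM) in imidazole buffer pH 7.2 with KCl and MgCl2, 1 h at room temperature. ATP was read by Kinase-Glo luminescence; data normalized to uninhibited and no-enzyme controls.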
Pf growth 48h: inhibits P. falciparum growth in the first generation, 48 h; P. falciparum luciferase growth in erythrocytes, 48 h; 310,000 compounds, 5.9% hits; Potency, µM (series often up to 28.7 µM), for the others: at the top dose activity change, negative = inhibition, hits mostly inhibitors; also: potency is read from the fitted curve at half-maximal effect; % is scaled to controls: 0 for no effect and ±100 for the full control effect
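Growth was read as firefly luciferase luminescence after a 48 h, 37 C, 5% CO2 exposure of compounds to reporter-bearing P. falciparum cultures (0.1% parasitemia, 2% hematocrit final) in Albumax-supplemented RPMI 1640.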
Cycloheximide cs: counter-screen for Shiga toxin inhibitors: cycloheximide protein synthesis inhibition. cell reporter, cycloheximide protein synthesis inhibition counterscreen. 300,000 compounds, 12% hits. max response, %; in the data active = max response mostly above about 13%, no sharp cut-off; inactive = mostly below about 14%; also: read at 38.3 µM for the half of the compounds with a filed dose; 0% is about no effect
Shiga inhibitor: blocks Shiga toxin action in Vero cells; Vero cells, Shiga toxin protein synthesis inhibition reporter; inhibition, % at 38.7 µM; 290,000 compounds, 9.2% hits; AID 2315; in the data active = inhibition mostly above about 28%, no sharp cut-off; inactive = mostly below about 43%; also: 0% is about no effect
Pf growth 96h: P. falciparum growth inhibition at 96 hours | P. falciparum luciferase reporter growth, 96 h | Potency, µM (highest dose often 28.7 µM), for inactives: at the highest dose activity change, negative = inhibition, hits mostly inhibitors | 320,000 compounds, 6.9% hits; also: potency is read from the fitted curve at half-maximal effect; % is scaled to controls: 0 for no effect and ±100 for the full control effect
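Two-generation exposure (96 h) targets delayed-death phenotype. Reporter parasites carrying integrated firefly luciferase, in red cells at 2% hematocrit and 0.05% parasitemia final, kept at 37 C, 5% CO2; luminescence loss indicates inhibition.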
AMA1 RON2 block: inhibitors of Plasmodium falciparum AMA1-RON2 interaction; AlphaScreen AMA1-biotinylated RON2 peptide binding; Potency, µM (highest dose often 58.2 µM), inactives show at the highest dose activity change, negative = inhibition, most hits filed as inhibitors; 360,000 compounds, 0.2% hits; AID 720542;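 also: potency is read from the fitted curve at half-maximal effect; 0% = vehicle wells and -100% = peptide control; nearly all actives have a fitted effect of over 45% in size; some results filed as inactive show a strong effect at the top dose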
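AMA1 (3D7) with his tag at 25 nM final met compounds first, then biotinylated RON2 peptide at 25 nM; detection used donor plus acceptor beads, 10 µg/mL apiece, read by AlphaScreen after 30 min at room temperature.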
* hit, by the source's call; i = inactive; ? = inconclusive; . = no result given; & = joins results of further samples; ! = not confirmed by another sample; [ ] = remark or other dose. Unless noted, calls follow the shape of the dose curve; as a rule, active = well fitted curve in the direction sought with a large enough effect; inconclusive = small, poorly fitted or top-dose-only effect, or another doubt; inactive = no such curve, though single readings can be large; an effect the other way counts as inactive or inconclusive.

SMILES	TbPYK inhibitor	LmPK inh	Pf growth 48h	Cycloheximide cs	Shiga inhibitor	Pf growth 96h	AMA1 RON2 block
Cc1nc2ccccc2c(C)c1CC(=O)N(CC(C)C)c1c(N)n(Cc2ccccc2)c(=O)[nH]c1=O	-4%	.	?	.	.	12µM*	-11%
CC1CN(C)C(c2ccccc2)C(C)C12NC(=O)NC2=O (centres undefined)	2%	2%	-1%	-4	-12	-23%	-3%
CCOc1ccc(Br)cc1S(=O)(=O)N1CCCN(C)CC1	0%	-5%	-28%	-4	-3	-37%	-4%
COc1ccc(CN2CCN(Cc3cn(C)nc3-c3ccccc3)CC2CCO)c(C)c1C (centres undefined)	8%	3%	?	8	29	?	-1%
Cc1ccc(NC(CC(=O)c2ccccc2)c2ccc(F)cc2)cc1 (centres undefined)	1%	-4%	36%[activator]	50*	69*	46%[activator]	-12%
CC1CC(=O)N(c2ccc(NCCc3ccccc3)c([N+](=O)[O-])c2)C1=O (centres undefined)	-1%	-4%	19%	31*	68*	18%	-18%
CCOC(=O)c1ccc(NC2=CC(=O)CC(c3ccco3)C2)cc1 (centres undefined)	1%	0%	?	-2	10	-5%	-21%
Cc1cccc(C(=O)Nc2nnc(SCC(=O)Nc3ccc4c(c3)oc3ccccc34)s2)c1	-14%	1%	46%[activator]	-4	15	10%	2%[2.32 µM]
Cc1ccc(S(=O)(=O)/N=C(\N)Nc2nc(C)c3cc(C)c(C)cc3n2)cc1	0%	-1%	?	1	9	?	-4%
CC1OC(C)OC(C)O1 (centres undefined)	-7%&-4%	.	2%&-4%	-1	17	29%&-6%	.
O=C(CSc1ncccn1)N/N=C/c1ccc(OC2CSC2)cc1	-1%	0%	39%[activator]	12	24	2%	-2%
O=C(O)C1C2CCC(C2)C1C(=O)Nc1nc2ccccc2s1 (centres undefined)	37%	-8%	4%	8	14	?	9%

4 entries drawn at random from those above, as already listed:
SMILES	TbPYK inhibitor	LmPK inh	Pf growth 48h	Cycloheximide cs	Shiga inhibitor	Pf growth 96h	AMA1 RON2 block
Cc1nc2ccccc2c(C)c1CC(=O)N(CC(C)C)c1c(N)n(Cc2ccccc2)c(=O)[nH]c1=O	-4%	.	?	.	.	12µM*	-11%
CCOc1ccc(Br)cc1S(=O)(=O)N1CCCN(C)CC1	0%	-5%	-28%	-4	-3	-37%	-4%
CC1OC(C)OC(C)O1 (centres undefined)	-7%&-4%	.	2%&-4%	-1	17	29%&-6%	.
CCOC(=O)c1ccc(NC2=CC(=O)CC(c3ccco3)C2)cc1 (centres undefined)	1%	0%	?	-2	10	-5%	-21%

(cont.)
SMILES	TbPYK inhibitor	LmPK inh	Pf growth 48h	Cycloheximide cs	Shiga inhibitor	Pf growth 96h	AMA1 RON2 block
O=C(NC(O)C(=O)c1ccc(F)cc1)c1ccc(F)cc1 (centres undefined)	-11%	-6%	21%	-3	-2	?	1%
Cc1ccc(S(=O)(=O)N2CCN(CCNC(=O)C(=O)NCc3ccccc3)CC2)cc1	0%	0%	5%	-6	-5	0%	-3%
CC(=O)Nc1ccc(SC[C@H](Cc2ccccc2)N2CC[C@@H](O)CCC2=O)cc1	-10%	.	4%	.	.	?	-3%
CC(C)(C)[C@]1(O)C[C@@H]2OC(=O)C[C@@]23C(=O)O[C@@H]2OC(=O)[C@H](O)[C@]213	-2%	0%	-3%	-4&-3	-8&-7	5%	0%
Cc1oc(C(N)=O)cc1COc1ccc(C(N)=O)cc1	0%	-5%	20%	-1	8	0%	-19%
Cc1cc2c(c(SCC(N)=O)n1)C(=O)OC2	-4%	-2%	-1%	-6	-8	?	18%
O=C(Cc1cccs1)Nc1ccccn1	-11%	7%	7%	-2	3	.	29%
Cc1nnc(SCC(=O)NC2CCCC2)s1	0%	10%	.	-1	6	-22%	2%
CC1(C)Cc2c(c(N3CCOCC3)nc3snc(Br)c23)CO1	?	-1%	0.52µM*	-4	-2	0.66µM*	8%
O=C(CCS(=O)(=O)c1ccccc1)NC12CC3CC(CC(C3)C1)C2	0%	6%	.	25*	48	93%[activator]	50%[activator]
O=C(CN1C(=O)c2ccccc2C1=O)Nc1cccc([N+](=O)[O-])c1	-3%	7%	6%	-4	-10	?	6%
N=c1n(Cc2ccccc2Cl)c2ccccc2n1CC(O)c1ccco1 (centres undefined)	-9%	1%	?	-5	-20	-8%	7%
O=C(NCCc1ccccc1)C(=O)c1cn(CC(=O)N2CCCC2)c2ccccc12	-10%	0%	-8%	19*	6	-8%	-2%
COC(=O)Cc1ccc(NC(=S)N2CCN(C(=O)C3CCCO3)CC2)cc1 (centres undefined)	-9%	3%	2%	0	19	-12%	11%
N#CC1=C(N)Oc2c(ccc3cccnc23)C1c1ccncc1 (centres undefined)	-2%	-1%	-13%	-2	-11	?	63%[activator]
CC(=O)Nc1ccc(S(=O)(=O)N(C)CC(=O)OCC(=O)N(C)C2CCS(=O)(=O)C2)cc1 (centres undefined)	3%	.	0%	.	.	?	0%
O=c1[nH]c(=O)n(Cc2ccccc2)c2nc(-c3ccc(Oc4ccc(F)cc4)c([N+](=O)[O-])c3)n(CCO)c12	12%	3%	13µM*	0	-1	?	-21%
CC(C)c1c(O)nc(SCCC(=O)O)[nH]c1=O	1%	0%	16%	-5	-5	12%	-11%
Cc1ccccc1NC(=O)n1ncc2cc(Cl)ccc21	10%	0%	35%[activator]	21*	29	-29%	-15%
Cc1ccccc1C(=O)NC(=S)NCc1cccnc1	4%	2%	6%	-1	1	1%	17%
COc1ccccc1CNc1ncccc1[N+](=O)[O-]	-7%	-1%	-18%[0.00184 µM]	1	-3	?	-7%
O=C(O)c1ccc(N2CCCCS2(=O)=O)cc1	-6%	-1%	13%	-3	11	8%	-9%
O=Cc1c(Sc2ccccn2)nc2ccccn2c1=O	41%[activator]	-1%	?	-6	9	?	0%
COc1cc(SC)ccc1C(=O)NCCNC(=O)c1nonc1N	5%	-3%	3%	-11	-3	25%	-8%
CCCCCCCn1c(=N)n(CC(O)c2ccco2)c2ccccc21 (centres undefined)	2%	5%	4.1µM*	-1	-8	?	-17%
COc1ccc(C(=O)O/N=C(\N)c2ccccc2)c(OC)c1	-11%	?	-66%	32*	11	-72%	-4%
O=C1NN(c2cccc(Br)c2)C(=O)/C1=C/c1cccs1	4%	-3%	-6%	4	4	39%[activator]	5%
O=C(Cc1cccc2ccccc12)Nc1ccc(OC(F)F)c(Cl)c1	1%	1%	?	8	13	?	19%
COc1cc(CN(C(=O)c2ccco2)c2ccc(C)cc2)ccc1O	7%	-4%	12µM*	-1	-1	?	-3%
COc1cc(OC)c2c(-c3cccc(-c4ccc(NC(C)=O)cc4)c3)cc(=O)oc2c1	-5%	.	.	30	i	.	-15%
CCC1CCCCN1Cc1cc(OC)c(O)c([N+](=O)[O-])c1 (centres undefined)	-6%	3%	9%	-3	-8	53%[activator]	1%
COc1ccc(S(=O)(=O)N2CCOCC2)cc1NC(=O)Cc1coc2cc(C)c(C)cc12	0%	1%	?	-2	3	?	-2%
Cc1cc(Cl)c(OCCCNCc2ccccc2)c(Br)c1	-11%	-2%	?	-2	-19	?	-14%
Cc1ccccc1NC1=NS(=O)(=O)c2ccccc21	6%	1%	.	4	-7	5%	0%
O=C1NN(c2ccccc2)C(=O)/C1=C\c1ccc(-c2cc([N+](=O)[O-])ccc2O)o1	?	18µM*	12%	0	-3	41%[activator]	-8%
C=CCn1c(SCC(=O)Nc2ccc(F)cc2)nc2cc(C(=O)O)ccc2c1=O	-6%	1%	-11%	1	-11	-11%	15%
COc1cc(CC(=O)NCC2COc3ccccc3O2)cc(OC)c1OC (centres undefined)	-5%	0%	-5%	0	-4	3%	-4%
Cc1ccc(C)c(N=Nc2ccc(O)c3ncccc23)c1	-2%	0%	2.1µM*	43*	151*	?	44%[activator]
O=c1oc2c(CN3CCOCC3)c(O)ccc2c2c1CCCC2	0%	1%	?	-1	2	-1%[5.75 µM]	28%
O=[N+]([O-])c1ccccc1/C=C/C=N/n1c(-c2ccco2)n[nH]c1=S	?	0%	44%[5.75 µM]	-2	24	14%	44%[activator]
COCCNC(=O)Cn1cc(/C=C(\C#N)C(=O)NC2CCCC2)c2ccccc21	0%	-2%	4%	-1	.	10µM*	?
Cc1cccc(C(=O)NCC(=O)OCC(=O)N2CCN(S(=O)(=O)c3ccc(C)cc3C)CC2)c1	-12%	.	?	.	.	11%	2%
COCCCNC(=O)CC(=O)N/N=C\c1ccc(SC)cc1	4%	4%	62%[activator]	2	15	?	16%
CCCCCn1c(SCC#N)nc2cc(C(=O)NCC3CCCO3)ccc2c1=O (centres undefined)	0%	0%	7%	4	5	4.7µM*	4%
CCc1ccc(NC(=O)c2ccc(OC)c([N+](=O)[O-])c2)cc1	-5%	-3%	24%	37*	90*	?	10%
C=CCSc1nnc(N2C(=O)C(O)=C(C(=O)c3ccco3)C2c2ccc(F)cc2)s1 (centres undefined)	-9%	9%	?	2	20	?	48%[activator]
Cc1cc(C)n2cc(-c3ccc(Cl)cc3)c(C(=O)O)c2n1	-8%	2%	93%[activator]	22*	51*	141%[activator]	-5%
O=C(N=C1c2ccccc2CN1c1ccc(F)c(Cl)c1)c1cccnc1Cl	.	-17%	-66%	70*	77*	?	.
Cc1oc(-c2ccccc2Cl)nc1CS(=O)(=O)CC(=O)N1CCOCC1	0%	0%	11%	0	-2	1%	10%
COc1cccc(C(=O)NCC(=O)N2CCC3(CC2)NCCc2[nH]cnc23)c1OC	2%	4%	5%	9	-9	35%[activator]	11%
COc1cccc(CNC(=O)Cn2cccc2C(=O)c2ccccc2C)c1	-2%	7%	7%	21*	60	?	4%
O=C(Cn1c[n+](CC(=O)c2ccc([N+](=O)[O-])cc2)cn1)c1ccc([N+](=O)[O-])cc1	1%&-24%	2%&-4%	?	22*!	31&-3	?	-18%&50%
O=c1c(C(c2c(O)nc3n(c2=O)CCS3)c2cccc3ccccc23)c(O)nc2n1CCS2	-20%	4%	-1%	-2	17	67%[activator]	0%
COc1ccc(N(CC(=O)NCCC2=CCCCC2)S(=O)(=O)c2ccccc2)cc1	5%	3%	61%[activator]	5	-2	-7%	2%
CCN(CC)S(=O)(=O)c1ccc(C)c(C(=O)Oc2cccc(-c3cnc4ccccc4n3)c2)c1	0%	0%	212%[activator]	4	11	-7%	11%
COc1ccc(NCc2nc3ccccc3n2C)cc1	-15%	-15%	170%[activator]	35*	66*	?	15%
Cc1cccc(-c2nnc(NC(=O)c3ccc(Cl)cc3)o2)c1	0%	-4%	-5%	-1	-7	.	59%[activator]
COc1cc(CCC(=O)OCC(=O)Nc2ccccc2F)cc(OC)c1OC	2%	-4%	16%	-1	-10	67%[activator]	-12%
Cc1ccc(-n2nc3c(c2NC(=O)c2ccco2)CS(=O)C3)c(C)c1 (centres undefined)	-4%	.	-3%	.	.	7%	-10%

Bioassay records deposited in PubChem BioAssay by National Center for Advancing Translational Sciences (NCATS).
